Source: PubChem BioAssay
FXIIa inh = inhibitors of human coagulation factor XIIa. purified human FXIIa, AMC substrate fluorescence, 2 h. inhibition, % at 10 µM. P00748. 33,000 tested, 0.2% active. AID 701; in the data active = inhibition above about 30%;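 also: 0% = enzyme with vehicle only and 100% = no enzyme blank; many of its hits are not listed in these tables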
Target sequence (P00748 20-372 limits assumed): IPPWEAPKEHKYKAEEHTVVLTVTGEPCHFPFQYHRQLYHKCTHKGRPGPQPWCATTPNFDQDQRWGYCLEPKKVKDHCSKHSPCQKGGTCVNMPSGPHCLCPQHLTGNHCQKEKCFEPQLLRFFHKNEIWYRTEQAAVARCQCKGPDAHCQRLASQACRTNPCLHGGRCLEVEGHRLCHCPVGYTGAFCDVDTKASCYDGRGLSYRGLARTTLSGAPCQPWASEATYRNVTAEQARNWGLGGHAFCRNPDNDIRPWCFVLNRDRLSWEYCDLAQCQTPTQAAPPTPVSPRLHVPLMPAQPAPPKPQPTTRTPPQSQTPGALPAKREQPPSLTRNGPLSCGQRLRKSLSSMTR
Target sequence (P00748 373-615 limits assumed): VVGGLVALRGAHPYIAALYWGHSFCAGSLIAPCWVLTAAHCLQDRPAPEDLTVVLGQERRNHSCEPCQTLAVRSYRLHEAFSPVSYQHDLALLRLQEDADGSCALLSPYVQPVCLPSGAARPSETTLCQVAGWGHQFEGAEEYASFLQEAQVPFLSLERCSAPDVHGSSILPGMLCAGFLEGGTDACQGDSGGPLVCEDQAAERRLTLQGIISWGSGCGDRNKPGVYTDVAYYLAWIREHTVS
FXIa single inh = blocks human coagulation factor XIa activity; P03951; purified human FXIa, fluorogenic AMC substrate cleavage; inhibition, % at 10 µM; 33,000 tested, 0.3% active; AID 687;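 active = inhibition above 40% in the primary screen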;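 also: 0% = enzyme without compound and 100% = blank wells lacking enzyme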
Numbers without * were called inactive.

#	Structure	FXIIa inh	FXIa single inh
1	COc1cccc(CNC(=O)C2CCC(CNS(=O)(=O)c3cccc4nsnc34)CC2)c1 (stereo unspecified)	6	-1
2	Cc1nc2ccc(NC(=O)c3ccc(S(=O)(=O)N4CCOCC4)cc3)cc2s1	-10	-9
3	Cc1ccc(-c2cc(C(=O)N3CCOCC3)c3ccccc3n2)cc1	2	9
4	Cc1c2cnn(CC(=O)O)c(=O)c2c(C)n1Cc1ccccc1	6	-3
5	Cc1ccc(CN2C(=O)CCC2C(=O)N2CCN(c3ccc(F)cc3)CC2)cc1 (stereo unspecified)	10	-6
6	Cc1ccc(C)c(NC(=O)CSc2nnc(CCCCCNC(=O)OC(C)(C)C)o2)c1	-11	1
7	Cc1ccc(C)c(Cc2c(C)nc3c(C(=O)NCc4ccc5c(c4)OCO5)cnn3c2C)c1	8	0
8	O=C(NCc1ccccc1)C(c1ccccc1)N(Cc1ccc2c(c1)OCO2)C(=O)Cc1cccs1 (stereo unspecified)	-4	-3
9	C=CCN(CC=C)CC(=O)Nc1ccc(S(N)(=O)=O)cc1	4	-9
10	O=C(OCc1ccc(Cl)c(Cl)c1)c1ccccn1	9	-7
11	CCCCCNc1nc2ccccc2nc1NS(=O)(=O)c1cccs1	1	6
12	CCOc1ccccc1-c1cc(-c2ccccc2)nc2c1c(=O)n(C)c(=O)n2C	0	-5
13	Cc1ccc(/C=N/n2cnnc2)s1	1	-3
14	Cn1c(=NC(=O)CSCC(=O)N2CCCC2)sc2ccccc21	-10	-5
15	Cc1nn(CCC#N)c(NC(=O)c2ccc(Cl)cc2Cl)c1P(=O)(Nc1ccc([N+](=O)[O-])cc1)N1CCOCC1 (stereo unspecified)	-11	15
16	O=C(Nc1ccc(F)cc1)c1cccnc1N1CCOCC1	11	-4
17	Cc1onc(-c2c(Cl)cccc2Cl)c1C(=O)NCCN1CCOCC1	7	-8
18	Cc1nc2sc(C)c(C)c2c(=O)o1	6	4
19	O=C1c2[nH]nc(-c3ccccc3O)c2C(c2cccc(O)c2)N1Cc1ccco1 (stereo unspecified)	5	-2
20	CC(=O)N/C(=C\c1ccccc1Cl)C(=O)O	-17	-2
21	CCOC(=O)c1cc2sc(C)cc2n1CC(=O)N(CC)CC	3	-8
22	C(=N\n1cnnc1)/c1cn(-c2cccs2)nc1-c1ccccc1	-10	0
23	CCOC(=O)C1CCCN(CC(O)COc2ccccc2C(C)=O)C1 (stereo unspecified)	2	-1
24	CC1CN=C(N(C(=O)Nc2ccccc2)c2ccc(F)cc2)S1 (stereo unspecified)	2	3
25	CCC(C)C(NC(=O)C1CCC(C)CC1)C(=O)NC(CCSC)C(=O)OC (stereo unspecified)	4	9
26	CCCCSc1nc(C)[nH]c1[N+](=O)[O-]	7	-3
27	C#CC[N+]1(CC#Cc2ccccc2)CCOCC1	4	-1
28	CCCOc1ccc(-c2nc(C#N)c(NCC3CCCO3)o2)cc1 (stereo unspecified)	1	-2
29	CCCN1C(=O)c2ccc(C(=O)NC3=NCCS3)cc2C1=O	3	2
30	Nc1ccc(C(O)(C(F)(F)F)C(F)(F)F)cc1	5	5
31	O=c1ccnc(SCc2ccccc2Cl)[nH]1	4	0
32	Cc1nnc2c3cnn(-c4ccc(Cl)cc4)c3ncn12	9	0
33	CC1CCCCN1C(=O)Cc1ccc(F)cc1 (stereo unspecified)	-4	3
34	CC(=O)c1ccc(-n2nnnc2SCC(=O)Nc2cccc(NC(=O)c3ccco3)c2)cc1	3	7
35	CSc1ccc(S(=O)(=O)Nc2ccc(F)cc2)cc1	1	-2
36	Cc1ccccc1-n1c(SC(C)C(N)=O)nnc1-c1cccnc1 (stereo unspecified)	0	2
37	O=C(c1ccco1)N1CCN(C(=O)c2cc(-c3ccncc3)nc3ccc(Br)cc23)CC1	5	-7
38	O=C(c1cnccn1)N1CCN(S(=O)(=O)c2ccc3ccccc3c2)CC1	-16	21
39	CCOC(=O)N1CCC2(CC1)C(C#N)=C(N)OC1=C2C(=O)CC(C)(C)C1	0	-9
40	Nc1c(C(=O)NCc2ccco2)nnn1Cc1ccccc1	2	5
41	CCC(C)(C(=O)NC1CCCC1)N(C(C)=O)c1ccc(C)cc1 (stereo unspecified)	12	-4
42	CCc1ccc(NC(=O)N(CCOC)C2CCN(C(C)=O)CC2)cc1	25	10
43	Cc1ccccc1N1CCN(Cc2c[nH]c3ccccc23)CC1	8	7
44	CCC(C)(C)n1nnnc1C(c1ccc(C)cc1)N1CCSCC1 (stereo unspecified)	4	-2
45	CCCN1CCN(C(=O)Nc2ccc(C(=O)OCC)cc2)CC1	5	-2
46	CC1CCc2cc(F)cc3c(=O)c(C(=O)O)cn1c23 (stereo unspecified)	1	4
47	Cc1sc2nc(CN3CCOCC3)nc(N3CCOCC3)c2c1C	14	5
48	O=C(CSc1nnc(-c2ccc(S(=O)(=O)N3CCCC3)cc2)o1)NCc1ccccc1	-13	0
49	CC(C)Cn1cnc2c(=O)oc3ccccc3c21	6	-10
50	Cc1ccc(S(=O)(=O)N2CCN(C(=O)C3=COCCO3)CC2)cc1C	8	5
51	COc1cc2c(cc1O)CCN(C(=O)c1ccco1)C2C (stereo unspecified)	-1	-4
52	COC(=O)CSc1[nH]c(=O)cc(C)c1C#N	10	-11
53	Cc1nnc(SCc2ccc3c(c2)OCO3)s1	10	-7
54	COc1ccc(C(=S)N2CCNCC2)cc1	-7	-3
55	COc1ccccc1C1CC(=O)NC(SCC(=O)Nc2ccccc2)=C1C#N (stereo unspecified)	11	-3
56	COc1cccc(Nc2nc(C)cc(C)c2C#N)c1	3	0
57	CCN(CC)S(=O)(=O)c1ccc(Oc2ccc(S(=O)(=O)N(CC)CC)cc2)cc1	10	4
58	CC(C)CCn1c(SCC(=O)N2CC(=O)Nc3ccccc32)nc2scc(-c3cccs3)c2c1=O	-1	0
59	Nc1nnc(SCCN2C(=O)c3ccccc3S2(=O)=O)s1	8	9
60	Cc1ccc(-c2nc3ncccn3c2Nc2ccc3c(c2)OCCO3)cc1	6	1

Complete entries, looked up by structure:
COc1ccc(C(=S)N2CCNCC2)cc1 reads FXIIa inh: -7; FXIa single inh: -3
CCOC(=O)N1CCC2(CC1)C(C#N)=C(N)OC1=C2C(=O)CC(C)(C)C1 reads FXIIa inh: 0; FXIa single inh: -9
CCC(C)(C(=O)NC1CCCC1)N(C(C)=O)c1ccc(C)cc1 (stereo unspecified) reads FXIIa inh: 12; FXIa single inh: -4

(further entries)
#	Structure	FXIIa inh	FXIa single inh
61	Cn1c(SCCCC(=O)c2ccc(Br)cc2)nnc1-c1ccncc1	2	-2
62	CCN(CC)c1ccc(NC(=O)c2cc3ccccc3o2)c(C)c1	3	-3
63	O=C(Cn1cc(C(=O)C2CC2)c2ccccc21)NCc1ccc2c(c1)OCO2	1	-8
64	O=C1CCCN1c1ccc(CNS(=O)(=O)c2ccc(F)cc2)cc1	-13	-1
65	CCc1nnc(NC(=O)c2ccc(S(=O)(=O)N(CC(C)C)CC(C)C)cc2)o1	1	-1
66	Cc1nc(P(=O)(c2ccccc2)c2ccccc2)c(N2CCOCC2)o1	6	4
67	CCOC(=O)C1C(=O)CC(C)(O)C(C(=O)OCC)C1c1ccccc1OC (stereo unspecified)	6	-6
68	CCOc1c(OC)ccc2c3c(c(=O)oc12)CCCC3	-3	-5
69	C/C=C(\C)CN1CCN(c2ccc(C)cc2)CC1	4	1
70	COC(=O)c1ccc(CSc2nnc(Nc3ccc(OC)cc3)s2)o1	4	-8
71	CCOCCCn1c(=NC(=O)c2ccc(OC)c(OC)c2)c(C#N)cc2c(=O)n3cccc(C)c3nc21	1	-5
72	CC(C)(C)NC(=O)c1ccc(COCC(F)(F)F)o1	7	2
73	CC(=O)[C@H]1CC[C@H]2[C@@H]3CCC4=CC(=O)CC[C@]4(C)[C@H]3[C@H](O)C[C@]12C	1	2
74	CCCCC(=O)Nc1ccc(NC(=O)C(C)C)cn1	-13	-2
75	CN(C)c1ccc(C(=O)NCC2CCCO2)cc1 (stereo unspecified)	4	-2
76	CC1=C(C#N)C(c2cccnc2)C2=C(CCCC2=O)N1 (stereo unspecified)	-26	0
77	CCn1cnc2cc(NCc3ccc(OC)cc3)ccc21	-5	0
78	COc1ccccc1-n1c(SCC(=O)NC(C)(C)C)nc(O)c(Cc2ccccc2)c1=O	-9	5
79	CCC(=O)NCC(=O)OCC(=O)c1ccccc1	3	-8
80	COc1ccc(-c2nc(C#N)c(N3CCc4ccccc4C3)o2)cc1OC	-16	32
81	COc1ccc(CCNC(=O)C2CCCN(c3nn4c(=O)cc(C)nc4s3)C2)cc1OC (stereo unspecified)	-3	-1
82	CCS(=O)(=O)NCC(c1cccnc1)N1CCN(c2ccccc2F)CC1 (stereo unspecified)	10	0
83	CCOc1ccc(Nc2oc(-c3ccccc3Cl)nc2C#N)cc1	-18	-5
84	CCOC(=O)c1c(N)sc2c(OCC)c(Br)ccc12	3	-5
85	CCCCN1C[C@H](O)[C@@H](O)[C@H](O)[C@H]1CO	9	0
86	CCN(c1cccc(C)c1)c1nc2ccsc2c(=O)s1	6	10
87	CC(OC(=O)CNC(=O)C12CC3CC(CC(C3)C1)C2)C(=O)Nc1ncc(Cl)cc1Cl (stereo unspecified)	8	-8
88	CCCN(CCC)S(=O)(=O)c1ccc(NC(=O)Cc2cccs2)cc1	-20	15
89	COc1ccc(S(=O)(=O)N2CCCC(C(=O)O)C2)cc1 (stereo unspecified)	8	5
90	Cc1nc(SCc2c(F)cccc2Cl)c2c(=O)n(C)c(=O)n(C)c2n1	1	-4
91	O=C1CC(N2CCC(c3nc4ccccc4o3)CC2)C(=O)N1c1cc(Cl)cc(Cl)c1 (stereo unspecified)	1	7
92	CCCc1nnc(SCC(=O)N2CCCCC2C)n1CCCOC (stereo unspecified)	8	6
93	C/C(=N\OCC(=O)N/N=C/c1ccccc1O)c1cccs1	3	-5
94	CC(=O)N1CCN(C(=O)CC2OC(=O)c3ccccc32)CC1 (stereo unspecified)	-17	20
95	CCc1ccc2oc(-c3cccc(NC(=O)c4cccnc4)c3)nc2c1	-17	5
96	Cc1nc2cc(C(F)(F)F)ccc2n1C1CCN(C(=O)N2CCOCC2)CC1	3	-1
97	Cc1ccc(C(=O)Nc2ccc3cn[nH]c3c2)cc1S(=O)(=O)N1CCCCC1	4	-7
98	Cc1cc(N)n2nc(-c3ccc(C(C)(C)C)cc3)cc2n1	-7	12
99	CC(=O)c1c(C)c2c(n1CCN(C)C)CCCC2	6	4
100	CC(C)N1CC(C(=O)O)CC1=O (stereo unspecified)	0	-5
101	COc1ccccc1NC(=O)Oc1ccc(C(C)=O)cc1	7	1
102	Cc1ccccc1OCC(=O)N/N=C/c1ccco1	7	-3
103	O=C(O)C1CCN(S(=O)(=O)/C=C/c2ccccc2)CC1	-15	24
104	NCCOc1ccccc1Cc1ccccc1	1	5
105	O=C(Nc1ccccc1F)c1ccncc1	7	-2
106	COc1ccc(OC)c(S(=O)(=O)N2CCN(c3ccccn3)CC2)c1	5	-12
107	CC1=CCC(C(=O)N/N=C/c2cccs2)C(c2ccc(F)cc2)C1 (stereo unspecified)	-9	1
108	O=C(NCc1ccncc1)C1COc2ccccc2O1 (stereo unspecified)	3	-1
109	C=CCn1c(C)cc(C(=O)CSc2nnc3c(Cl)cc(Cl)cn23)c1C	8	0
110	CN(C)S(=O)(=O)c1ccc(C(=O)Nc2ccccc2F)cc1	19	-3
111	O=C(NCC(=O)N(Cc1cccs1)C(C(=O)NC1CCCC1)c1ccco1)c1cccs1 (stereo unspecified)	-12	4
112	c1ccc2c(c1)NC(CN1CCOCC1)CO2 (stereo unspecified)	-3	-5
113	CC(C)(C)NC(=O)NC(=O)COC(=O)c1cc(=O)[nH]c2ccccc12	5	5
114	CCCN(Cc1cc2cccc(C)c2[nH]c1=O)S(C)(=O)=O	-13	30
115	O=C(Nc1nnc(C(F)(F)F)s1)c1ccc(N2C(=O)C3C4C=CC(C4)C3C2=O)cc1 (stereo unspecified)	3	8
116	COc1ccc(OC)c(S(=O)(=O)N2CCC(C(=O)Nc3cccc(C)c3)CC2)c1	-2	3
117	CC(C)NC(=O)Cn1cnc2c1c(=O)n(C)c(=O)n2C	9	-1
118	COc1ccc(S(=O)(=O)N(C)CC(=O)NCc2cccnc2)cc1	5	-8
119	CCOC(=O)C(NCc1ccc(F)cc1)(NC(=O)c1ccccc1)C(F)(F)F (stereo unspecified)	-10	-1
120	Cn1c(CSCc2ccc(Cl)cc2)nnc1SCC(=O)Nc1nccs1	-2	-2

Additional entries follow.
#	Structure	FXIIa inh	FXIa single inh
121	O=C(Cn1ccc2ccccc2c1=O)NCCC(=O)N1CCN(c2cccc(Cl)c2)CC1	5	-11
122	Cc1ccc2cc(C#N)c(N3CCCN(S(=O)(=O)c4ccccc4)CC3)nc2c1C	10	0
123	COCC(=O)N1CCCN(c2nc3c(C)cccc3cc2C#N)CC1	1	-6
124	CCc1ccc(CNC(=O)CCc2nc(-c3cccs3)no2)cc1	5	5
125	CC1=CC(=O)C=C(C)C1=NOS(=O)(=O)c1ccccc1	8	-6
126	CCn1c(-c2cc3ccccc3cc2O)n[nH]c1=S	-7	-4
127	CCC(=O)c1cccc2c1N=CC1=C(CC(C)(C)CC1=O)N2	3	6
128	Clc1ccc2c(c1)-c1nnc(Br)n1-c1ccccc1S2	3	-2
129	CC1CC(C)(C)N(C(=O)NC2CCCCC2)c2ccccc21 (stereo unspecified)	7	-1
130	CSc1ccccc1NC(=O)c1ccccc1N(Cc1ccccc1)S(C)(=O)=O	1	3

Reformatted in transposed form: two of the compounds above
121) O=C(Cn1ccc2ccccc2c1=O)NCCC(=O)N1CCN(c2cccc(Cl)c2)CC1
122) Cc1ccc2cc(C#N)c(N3CCCN(S(=O)(=O)c4ccccc4)CC3)nc2c1C
compound no.	121	122
FXIIa inh	5	10
FXIa single inh	-11	0

Not all compounds are listed; the hit share may differ from the screen's.
